Bioassay records from PubChem.
E-selectin induc: induces E-selectin expression in human endothelial cells | P16581 | hit rate 0.37% among 260,000 | HUVEC E-selectin immunofluorescence imaging; normalized: neutral wells 0, TNF-alpha wells 100 | activation, % at 7.58 µM | AID 686992;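 active = mean E-selectin-positive cell signal at least 10% of the positive control, reached in at least 60% of replicates, without over 20% cell loss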;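 also: in these data hits start at about 27%; measured in HUVEC primary endothelial cells; signal is the percent of cells scored E-selectin positive by PE staining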
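Assay system: HUVEC primary endothelial cells. Input: 3,000 HUVEC seeded per well. Doses: one compound dose added by pin transfer. Read-out basis: % PE-positive cells. Benchmarks: TNF-alpha high, DMSO low. Detection: immunofluorescence imaging. Buffer or medium: EGM-2, gelatin.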
PGC1a acetyl inh: PGC1a acetylation modulation, inhibitor mode. U2OS PGC1a acetylation, AlphaScreen anti-acetyl-lysine; with virally co-expressed GCN5 acetyltransferase. inhibition, % at 15.6 µM. hit rate 0.17% among 350,000;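 active = every replicate shows inhibition of at least 40%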;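 also: 0% = neutral control wells and 100% = positive control wells; some results beyond the cut were filed as inactive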
RAD54 inh: inhibitors of human RAD54 branch migration | inhibition, % at 10.4 µM | AID 602329 | Q92698 | RAD54 Holliday junction branch migration, FAM/BHQ fluorescence | hit rate 0.14% among 360,000;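 active = mean normalized replicate activity at least 40 and at least half of replicates scoring 40 or more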;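 also: 0% = median of neutral control wells and 100% = median of positive control wells; inhibitors cause a drop in the FAM fluorescence signal; in these data hits start at about 50%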
miR122 inh: miR-122 inhibition in Huh7 cells; Huh7 miR-122 Renilla luciferase sensor, 48 h; neutral wells = 0, positive control = 100; activation (reporter increase), % at 12.5 µM; hit rate 0.3% among 340,000; AID 602342;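 active = mean replicate activation score at least 90 and every replicate individually at or above 90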;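 also: higher luciferase means less miR-122 activity so hits act as miR-122 inhibitors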
RAD52 anneal inh: blocks human RAD52 DNA annealing; P43351; recombinant RAD52 DNA annealing, FRET fluorescence; inhibition, % at 18.7 µM; hit rate 0.46% among 360,000; AID 651710;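 active = every replicate showing at least 50% inhibition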
PglD inh: PglD (C. jejuni) enzyme inhibition; purified PglD enzyme, DTNB colorimetric CoA detection; inhibition, % at 12.5 µM; hit rate 0.098% among 360,000; AID 602405; in the data active = inhibition above about 16%, passing the limit was not always enough; also: strong numbers were not always called active
ERAP1 HTS inh: inhibitors of human ERAP1 aminopeptidase. Q9NZ08. recombinant ERAP1, Leu-AMC fluorescence, 60 min. inhibition, % at 10.7 µM. hit rate 0.15% among 340,000. AID 652197;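 active = mean replicate inhibition of at least 30%, or all replicates individually reaching that 30% level; inactive = mean below 30% and not every replicate reaching it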;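 also: 0% = neutral control wells and 100% = L-leucinethiol positive control wells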
Target sequence (Q9NZ08 whole entry, looked up): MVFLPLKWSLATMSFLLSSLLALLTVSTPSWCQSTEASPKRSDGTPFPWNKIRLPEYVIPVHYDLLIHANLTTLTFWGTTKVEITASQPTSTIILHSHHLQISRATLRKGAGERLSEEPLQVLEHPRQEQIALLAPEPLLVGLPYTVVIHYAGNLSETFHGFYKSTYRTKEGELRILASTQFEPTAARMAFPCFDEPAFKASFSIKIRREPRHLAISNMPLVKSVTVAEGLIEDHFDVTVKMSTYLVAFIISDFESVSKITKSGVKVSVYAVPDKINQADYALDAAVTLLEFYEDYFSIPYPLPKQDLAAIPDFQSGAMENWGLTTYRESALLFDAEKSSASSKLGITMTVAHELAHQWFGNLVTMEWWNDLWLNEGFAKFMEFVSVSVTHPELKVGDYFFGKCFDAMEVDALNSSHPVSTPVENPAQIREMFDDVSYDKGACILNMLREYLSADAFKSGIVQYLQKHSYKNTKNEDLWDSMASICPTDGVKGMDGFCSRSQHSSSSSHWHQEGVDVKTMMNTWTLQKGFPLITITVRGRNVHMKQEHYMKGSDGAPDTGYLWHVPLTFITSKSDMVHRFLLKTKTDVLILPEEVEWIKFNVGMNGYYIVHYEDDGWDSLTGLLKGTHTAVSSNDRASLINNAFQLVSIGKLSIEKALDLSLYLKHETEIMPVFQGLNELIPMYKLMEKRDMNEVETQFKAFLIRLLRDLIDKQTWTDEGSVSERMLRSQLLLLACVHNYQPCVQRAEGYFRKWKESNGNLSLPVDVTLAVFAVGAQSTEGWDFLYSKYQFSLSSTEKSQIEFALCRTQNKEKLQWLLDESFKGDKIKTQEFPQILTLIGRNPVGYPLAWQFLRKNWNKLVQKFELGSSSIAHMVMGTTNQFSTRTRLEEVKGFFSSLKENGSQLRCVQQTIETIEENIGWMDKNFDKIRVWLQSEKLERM
Cneo AK release: Cryptococcus neoformans lysis via adenylate kinase release; C. neoformans lysis, adenylate kinase release luminescence, 4 h; normalised: neutral wells 0, clomiphene wells 100; lysis activity, % at 15 µM; hit rate 0.2% among 360,000; AID 651654;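 active = mean lysis activity across replicates of at least 80%, whatever share of replicates individually reach that level; inactive = mean lysis activity below 80%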
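Signal: Adenylate kinase release luminescence | Assay system: Log-phase Cryptococcus neoformans yeast cells | Input: Cells at 5 × 10^6 per mL | Buffer or medium: Fresh YPD growth medium | Compound: Single dose | Schedule: Static 4 h at 37 °C with compound, 1 h detection | Controls: Clomiphene | Read-out: Luminescence rise reflecting yeast cell lysis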
* hit, by the source's call; [ ] = remark or other dose. Rows are unselected; overall some 1.4% were active at least once.

For C[C@H](CO)N1C[C@H](C)[C@@H](CN(C)C(=O)CC2CC2)Oc2cc(C3=CCCCC3)ccc2S1(=O)=O the results were E-selectin induc 0.0, PGC1a acetyl inh 3, RAD54 inh -3, miR122 inh 51[16.7 µM], RAD52 anneal inh 13, PglD inh 5, ERAP1 HTS inh -1 and Cneo AK release -2.
For C[C@@H]1CCCCO[C@@H](CN(C)C(=O)c2ccncc2)[C@H](C)CN([C@@H](C)CO)C(=O)c2cc(NC(=O)NC3CCCCC3)ccc2O1 the results were E-selectin induc 0.1, PGC1a acetyl inh 5, RAD54 inh 5, miR122 inh 7[16.7 µM], PglD inh 1 and Cneo AK release -13.
CCCNC(=O)N[C@H]1CC[C@H](CC(=O)NC2CCCCC2)O[C@@H]1CO was read as E-selectin induc -0.1, PGC1a acetyl inh -13, RAD54 inh 1, RAD52 anneal inh -1, PglD inh 3, ERAP1 HTS inh 1 and Cneo AK release -2.
Screening O=C(COc1ccc(Cl)cc1[N+](=O)[O-])N1CCCCC1 returned E-selectin induc 0.9, PGC1a acetyl inh -15, RAD54 inh -10, miR122 inh 9, RAD52 anneal inh 1, PglD inh -4, ERAP1 HTS inh 4 and Cneo AK release -3.
For N=c1c(C(=O)NCc2ccccc2)cc2c(=O)n3ccccc3nc2n1Cc1ccco1 the results were PGC1a acetyl inh -5, RAD54 inh -4, miR122 inh 9, RAD52 anneal inh 37, PglD inh -1, ERAP1 HTS inh -3 and Cneo AK release 5.
Screening Cc1ccc(-n2ncc3c(=O)n(CC(=O)N4CCCCCC4)cnc32)cc1 returned PGC1a acetyl inh -5, RAD54 inh -2, miR122 inh -5, PglD inh -16 and Cneo AK release 0.
`Cn1c2ccccc2c2c(C(=O)N3CCN(c4ccc(F)cc4)CC3)cn(C3CCCC3)c(=O)c21` gave PGC1a acetyl inh -2, RAD54 inh 1, miR122 inh 40, PglD inh 1 and Cneo AK release 0.
`CN(C)CCCO/N=C(\c1ccccc1)c1ccncc1` gave RAD54 inh -3, miR122 inh -2, PglD inh 2 and Cneo AK release 0.
CC(C)(C)c1ccc(NC(=O)c2cc(C3CCCN(S(=O)(=O)c4cccc5cccnc45)C3)on2)cc1 (stereo not given) was read as E-selectin induc -0.1, PGC1a acetyl inh -6, RAD54 inh 12, miR122 inh 5, RAD52 anneal inh -10, PglD inh -1, ERAP1 HTS inh -5 and Cneo AK release 0.
CCCNC(=O)N1C[C@@H](C)[C@@H](OC)CN(C)C(=O)c2cc(NS(=O)(=O)CC(F)(F)F)ccc2OC[C@@H]1C was read as E-selectin induc 0.0, PGC1a acetyl inh 3, RAD54 inh -2, RAD52 anneal inh -5, PglD inh 0, ERAP1 HTS inh -17 and Cneo AK release -2.
Screening CCc1c(O)nc(SCC(N)=O)n(-c2ccccc2F)c1=O returned PGC1a acetyl inh -3, RAD54 inh 4, miR122 inh -3, PglD inh -2 and Cneo AK release 2.
`COc1cccc(S(=O)(=O)Nc2ccc3c(c2)OC[C@@H](C)NC[C@H](C)[C@@H](OC)CN(C)C3=O)c1` gave E-selectin induc 0.1, PGC1a acetyl inh -4, RAD54 inh -3, miR122 inh -3[16.7 µM], RAD52 anneal inh -5, PglD inh 2, ERAP1 HTS inh 1 and Cneo AK release 98*.
CNC[C@H]1Oc2cc(C#CCC3CCCC3)ccc2S(=O)(=O)N([C@H](C)CO)C[C@@H]1C was read as E-selectin induc 0.1, PGC1a acetyl inh -28, RAD54 inh -2, miR122 inh 0[16.7 µM], RAD52 anneal inh -64, PglD inh 0, ERAP1 HTS inh 0 and Cneo AK release 17.
For N#CCCn1cc(C(=O)CN2C(=O)NC3(CCCCCC3)C2=O)c2ccccc21 the results were PGC1a acetyl inh -1, RAD54 inh -17, miR122 inh -4, RAD52 anneal inh -42, PglD inh 5, ERAP1 HTS inh -6 and Cneo AK release -1.
For O=C(Nc1ccc2c(c1)OCO2)C1CC(c2ccccc2Cl)=NO1 (stereo not given) the results were PGC1a acetyl inh -2, RAD54 inh -1, miR122 inh 24, PglD inh 2 and Cneo AK release -3.
For C=CCOC(=O)COc1ccc2c(C)c(C)c(=O)oc2c1 the results were PGC1a acetyl inh 2, RAD54 inh -6, miR122 inh -4, PglD inh 0 and Cneo AK release -1.
`CC(Oc1ccccc1)C(=O)N1CCCc2ccccc21` (stereo not given) gave E-selectin induc -0.8, PGC1a acetyl inh -10, RAD54 inh -3, miR122 inh 2, PglD inh 0 and Cneo AK release 3.
CCOC(=O)Cc1nnc(NC(=O)c2ncn[nH]2)s1 was read as PGC1a acetyl inh 2, RAD54 inh -8, miR122 inh 1, PglD inh -3 and Cneo AK release 6.
`CCCC(CCC)c1nnc(NC(=O)c2ccco2)s1` gave PGC1a acetyl inh 3, RAD54 inh -13, miR122 inh 7, RAD52 anneal inh -11, PglD inh -13, ERAP1 HTS inh -1 and Cneo AK release 1.
`CCNC(=O)[C@@H]1[C@@H](CO)[C@@H]2Cn3c(ccc(C4=CCCC4)c3=O)[C@@H]2N1C(=O)C1CC1` gave E-selectin induc -0.2, RAD54 inh -1, RAD52 anneal inh -19, PglD inh -2, ERAP1 HTS inh -1 and Cneo AK release 1.
For Cn1nnc2cc(C(=O)NCCC3=CCCCC3)ccc21 the results were PGC1a acetyl inh 8, RAD54 inh 8, miR122 inh -8, PglD inh 4 and Cneo AK release -1.
For CC(C)CC#Cc1ccc([C@@H]2[C@H](CO)N3C(=O)CN(C(=O)c4ccccn4)C[C@@H]23)cc1 the results were E-selectin induc 0.1, PGC1a acetyl inh 12, RAD52 anneal inh -5 and ERAP1 HTS inh 0.
Screening Cc1ccc(C(=O)Nc2nc(=O)n(C(=O)c3ccccc3Cl)s2)cc1 returned PGC1a acetyl inh -4, RAD54 inh -3, miR122 inh 14, PglD inh -7 and Cneo AK release 8.
For CC(C)CC(=O)N(c1ccc(F)cc1)C1C=CS(=O)(=O)C1 (stereo not given) the results were PGC1a acetyl inh 5, RAD54 inh 0, miR122 inh -6, RAD52 anneal inh -6, PglD inh -1, ERAP1 HTS inh 1 and Cneo AK release -4.
Screening C[C@@H]1CN([C@@H](C)CO)C(=O)Cc2cc(NS(=O)(=O)c3cccs3)ccc2O[C@@H]1CN(C)Cc1ccc(Cl)c(Cl)c1 returned E-selectin induc -2.7, PGC1a acetyl inh 1, RAD54 inh 2, miR122 inh 5[16.7 µM], RAD52 anneal inh 12, PglD inh -3, ERAP1 HTS inh 1 and Cneo AK release -2.
C[C@@H]1CN([C@H](C)CO)C(=O)c2cc(C#C[C@@H](C)O)cnc2O[C@@H]1CN(C)C(=O)CN1CCOCC1 was read as PGC1a acetyl inh -16, RAD54 inh -9, miR122 inh -1[16.7 µM], RAD52 anneal inh -6, PglD inh -1, ERAP1 HTS inh 5 and Cneo AK release -1.
Cc1ccc(CSCC(=O)N2CCN(Cc3ccc4c(c3)OCO4)CC2)cc1 was read as PGC1a acetyl inh -12, RAD54 inh -10, miR122 inh -2, PglD inh -6 and Cneo AK release 5.
For O=C(CN1C(=O)C2CC=CCC2C1=O)OCC(=O)c1ccc(Cl)c([N+](=O)[O-])c1 (stereo not given) the results were PGC1a acetyl inh -1, RAD54 inh -5, miR122 inh -10, RAD52 anneal inh -11, PglD inh 3, ERAP1 HTS inh 5 and Cneo AK release 1.
`CCC(=O)Nc1ccccc1Sc1ncnc2scc(-c3ccccc3)c12` gave E-selectin induc 0.0, RAD54 inh -6, miR122 inh 1, RAD52 anneal inh -5, PglD inh 4, ERAP1 HTS inh 9 and Cneo AK release -2.
`CN(C)CCCNC(=O)C[C@@H]1CC[C@H](NC(=O)c2ccccc2F)[C@@H](CO)O1` gave E-selectin induc 0.0, PGC1a acetyl inh 7, RAD54 inh 9, RAD52 anneal inh 4, PglD inh -2, ERAP1 HTS inh 0 and Cneo AK release -4.
`CC(=O)NC1=NN(C(C)=O)C(c2cccs2)S1` (stereo not given) gave PGC1a acetyl inh 0, RAD54 inh 3, miR122 inh 0, PglD inh 3 and Cneo AK release 2.
`CCOc1ccc(CNC(=O)C2CCCN(S(=O)(=O)N3CC(C)CC(C)C3)C2)cc1OC` (stereo not given) gave PGC1a acetyl inh -5, RAD54 inh -2, miR122 inh -3, RAD52 anneal inh -17, PglD inh -2, ERAP1 HTS inh -2 and Cneo AK release -1.
O=C(Nc1ccccn1)c1ccccc1 was read as PGC1a acetyl inh -5, RAD54 inh -3, RAD52 anneal inh -11, PglD inh 8, ERAP1 HTS inh -3 and Cneo AK release -2.
CCOc1ccc(N=Nc2c(=O)[nH]n3c(=O)cc(C)[nH]c23)cc1 was read as PGC1a acetyl inh 7, RAD54 inh -6, miR122 inh 1, PglD inh -3 and Cneo AK release -9.
COc1ccccc1NC(=O)N1C[C@H]2[C@@H](c3ccccc31)[C@@H](CO)N2C(C)=O was read as E-selectin induc 0.2, PGC1a acetyl inh 0, RAD54 inh -8, miR122 inh -14[16.7 µM], RAD52 anneal inh 16, PglD inh 6, ERAP1 HTS inh 2 and Cneo AK release -1.
Screening C[C@@H]1CN([C@H](C)CO)C(=O)c2cc(NC(=O)C3CC3)ccc2O[C@@H]1CN(C)Cc1ccccc1 returned E-selectin induc 0.1, PGC1a acetyl inh 0, RAD54 inh -4, miR122 inh 5[16.7 µM], RAD52 anneal inh 9, PglD inh -8, ERAP1 HTS inh 0 and Cneo AK release 1.
Screening CC(C)(C)c1nc2c(Br)cc(Br)cc2c(=O)o1 returned RAD54 inh -1, miR122 inh 37, PglD inh -1 and Cneo AK release 7.
C[C@@H]1CCCCO[C@H](CN(C)C(=O)c2ccncc2)[C@@H](C)CN([C@H](C)CO)C(=O)c2cc(NC(=O)c3ccccc3)ccc2O1 was read as E-selectin induc 0.4, PGC1a acetyl inh 11, RAD54 inh 1, miR122 inh 7[16.7 µM], RAD52 anneal inh 1, PglD inh -1, ERAP1 HTS inh 3 and Cneo AK release 38.
Screening CCOc1ccc2c(c1)c1nc3ccccc3nc1n2C returned E-selectin induc 0.0, RAD54 inh -17, RAD52 anneal inh inactive, PglD inh 4, ERAP1 HTS inh 0 and Cneo AK release 0.
`CCCN(CCC)CCCNC(=O)CC1Nc2ccccc2NC1=O` (stereo not given) gave PGC1a acetyl inh -9, RAD54 inh -4, miR122 inh -5, PglD inh 1 and Cneo AK release 0.
For CNC[C@@H]1Oc2ccc(NS(C)(=O)=O)cc2C(=O)N([C@H](C)CO)C[C@H]1C the results were E-selectin induc -7.9, PGC1a acetyl inh 9, RAD54 inh -6, miR122 inh -3[16.7 µM], RAD52 anneal inh -3, PglD inh -3, ERAP1 HTS inh 7 and Cneo AK release -4.
Screening COc1ccc(NC(=O)Nc2ccc3c(c2)CC(=O)N([C@@H](C)CO)C[C@@H](C)[C@@H](CN(C)S(=O)(=O)c2cn(C)cn2)O3)cc1 returned PGC1a acetyl inh 17, RAD54 inh 2, miR122 inh -1[16.7 µM], RAD52 anneal inh 11, PglD inh 7, ERAP1 HTS inh -1 and Cneo AK release 56.
Screening O=c1[nH]c(=S)[nH]c2sc3c(c12)CCCCCC3 returned PGC1a acetyl inh -5, RAD54 inh -1, miR122 inh -6, RAD52 anneal inh -4, PglD inh 7, ERAP1 HTS inh -1 and Cneo AK release -1.
